# 14-3-3 PPI: alters human 14-3-3 gamma binding to Raf peptide; P61981; FP, 14-3-3gamma / TMR-pS259-Raf peptide binding; inhibition, % at 40 µM; 0.19% of 160,000 active; AID 422; in the data active means inhibition above about 30%;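 further: 0% = protein plus tracer without compound and 100% = blank with tracer alone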
# Target sequence (P61981 whole entry, looked up): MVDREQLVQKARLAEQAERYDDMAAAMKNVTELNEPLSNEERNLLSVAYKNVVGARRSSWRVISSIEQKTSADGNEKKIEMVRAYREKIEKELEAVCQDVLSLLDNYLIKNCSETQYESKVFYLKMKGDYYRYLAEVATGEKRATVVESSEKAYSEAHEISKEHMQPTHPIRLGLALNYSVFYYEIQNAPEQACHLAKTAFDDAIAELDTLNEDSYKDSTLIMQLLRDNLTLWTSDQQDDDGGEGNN
# Numbers without * were called inactive; & = joins results of further samples. This is a subset (hit frequency here may not be typical).
# Start of the listing, in advance (two entries):
SMILES,14-3-3 PPI
Cn1c(=O)c2c(ncn2CCO)n(C)c1=O,-6
Cc1cccc(NC(c2ccccc2F)c2ccc3ccc(C)nc3c2O)n1 (centres undefined),2

# All compounds of this part, repeating the preview:
SMILES,14-3-3 PPI
Cn1c(=O)c2c(ncn2CCO)n(C)c1=O,-6
Cc1cccc(NC(c2ccccc2F)c2ccc3ccc(C)nc3c2O)n1 (centres undefined),2
Cc1cccc(C)c1NC(=O)C1CCCCN1C (centres undefined),-8
CCCCC1C(=O)N(c2ccccc2)N(c2ccccc2)C1=O,-3&-3
NC(=NCc1ccccc1)NC(=O)c1nc(Cl)c(N)nc1N,-6
NC(N)=NC(=O)Cc1c(Cl)cccc1Cl,-2
COc1ccc(OCC(=O)Nc2cc(-c3nc4ccccc4s3)ccc2C)cc1,-1
COc1ccc(S(=O)(=O)Nc2c(C)cc(C)cc2C)cc1,-1
CCCCOc1ccc(CC(=O)NO)cc1,-8
COC(=O)C1=C(C)NC2=C(C(=O)c3ccccc32)C1c1ccc(-c2cc([N+](=O)[O-])ccc2Cl)o1 (centres undefined),-25
CC[C@]1(O)C[C@@H]2CN(CCc3c([nH]c4ccccc34)[C@@](C(=O)OC)(c3cc4c(cc3OC)N(C)[C@H]3[C@@](O)(C(=O)OC)[C@H](OC(C)=O)[C@]5(CC)C=CCN6CC[C@]43[C@@H]65)C2)C1,-61
COC(=O)C1=C(C)NC2=C(C(=O)c3ccccc32)C1c1cc(OC)c(OC)c(OC)c1 (centres undefined),-54
COc1ccccc1Nc1nc(-c2ccc(C)cc2)c(C)s1,1
CCn1cc(C(=O)O)c(=O)c2cc(F)c(N3CCNCC3)nc21,6
CN(C)CCOc1ccccc1Cc1ccccc1,9
C[C@@H]1C[C@H]2[C@@H]3C[C@H](F)C4=CC(=O)C=C[C@]4(C)[C@@]3(F)[C@@H](O)C[C@]2(C)[C@@]1(O)C(=O)COC(=O)C(C)(C)C,-4
O=C(Nc1cccc2c1CCCC2)C1CCN(S(=O)(=O)c2cccc3nonc23)CC1,-70
Nc1c2c(nc3ccccc13)CCCC2O (centres undefined),-9

# 6 entries out of the list above, sorted by the value under 14-3-3 PPI, largest number first.
SMILES,14-3-3 PPI
CN(C)CCOc1ccccc1Cc1ccccc1,9
NC(=NCc1ccccc1)NC(=O)c1nc(Cl)c(N)nc1N,-6
Nc1c2c(nc3ccccc13)CCCC2O (centres undefined),-9
COC(=O)C1=C(C)NC2=C(C(=O)c3ccccc32)C1c1ccc(-c2cc([N+](=O)[O-])ccc2Cl)o1 (centres undefined),-25
CC[C@]1(O)C[C@@H]2CN(CCc3c([nH]c4ccccc34)[C@@](C(=O)OC)(c3cc4c(cc3OC)N(C)[C@H]3[C@@](O)(C(=O)OC)[C@H](OC(C)=O)[C@]5(CC)C=CCN6CC[C@]43[C@@H]65)C2)C1,-61
O=C(Nc1cccc2c1CCCC2)C1CCN(S(=O)(=O)c2cccc3nonc23)CC1,-70
